Tb PYK inh – blocks Trypanosoma brucei pyruvate kinase; TbPYK enzyme, Kinase-Glo Plus ATP luminescence, 45 min; 0.12% of 410,000 active; Potency, µM (highest dose often 76.8 µM), for the others: top-dose activity, negative = inhibition, usual class: inhibitors; note: potency is the fitted concentration of half-maximal effect; nearly all actives have a fitted effect of over 50% in size
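T. brucei PYK with substrate was exposed to pin-transferred compounds across a concentration series, then started with 130 uM ADP (final). After 45 min at room temperature, Kinase-Glo Plus luminescence was read, normalized and curve-fitted.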
AmpC inh detg – inhibitors of E. coli AmpC beta-lactamase with detergent. P00811. AmpC hydrolysis of nitrocefin, absorbance 480 nm, 0.01% Triton. Potency, µM (doses to about 114 µM), without a hit: top-dose activity change, negative = inhibition, actives largely listed as inhibitors. 0.041% of 370,000 active;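 note: potency is the fitted concentration of half-maximal effect; 0% = no-compound wells and -100% = no-enzyme wells; nearly all actives have a fitted effect of over 25% in size; some results filed as inactive show a strong effect at the top dose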
Target sequence (P00811 whole entry, looked up): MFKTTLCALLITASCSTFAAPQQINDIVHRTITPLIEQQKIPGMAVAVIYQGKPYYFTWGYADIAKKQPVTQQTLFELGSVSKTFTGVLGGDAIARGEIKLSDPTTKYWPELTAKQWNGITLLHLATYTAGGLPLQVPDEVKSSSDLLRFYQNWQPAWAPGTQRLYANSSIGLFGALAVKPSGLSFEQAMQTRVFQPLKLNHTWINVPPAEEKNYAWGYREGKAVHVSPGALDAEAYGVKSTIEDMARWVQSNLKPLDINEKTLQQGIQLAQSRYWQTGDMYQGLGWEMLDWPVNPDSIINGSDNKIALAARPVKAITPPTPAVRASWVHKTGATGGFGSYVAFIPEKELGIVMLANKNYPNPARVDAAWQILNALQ
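AmpC (5.3 nM in the dispensed reagent) in 20 mM phosphate pH 7.0 with 0.01% (detergent screen) or 0.0001% Triton X-100 was preincubated with compounds for 15 min at room temperature. Nitrocefin was then added from an 800 uM solution, and hydrolysis was followed at 480 nm.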
HCV inh – blocks hepatitis C virus. AID 651820. 3.4% of 340,000 active. Potency, µM (titrated, usually from 41.8 µM), for inactives: at the top dose activity change, negative = inhibition, usual class: inhibitors. Huh7.5.1 HCVcc-Cre infection, luciferase reporter, 44 h; note: potency is the fitted concentration of half-maximal effect
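1,000 cells/well; 4 h culture; + compound; + HCVcc-Cre (~0.5 moi); 44 h; luciferase substrate, RT 15 min; read 15 sec.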
LmPK inhibitor – LmPK (Leishmania mexicana) enzyme inhibition. 0.37% of 290,000 active. Q27686. Potency, µM (top dose mostly 57.5 µM), for the others: at the top dose activity change, negative = inhibition, hits mostly inhibitors. AID 1721. purified LmPK, Kinase-Glo ATP luminescence, 1 h; note: potency is the fitted concentration of half-maximal effect
Target sequence (Q27686 whole entry, looked up): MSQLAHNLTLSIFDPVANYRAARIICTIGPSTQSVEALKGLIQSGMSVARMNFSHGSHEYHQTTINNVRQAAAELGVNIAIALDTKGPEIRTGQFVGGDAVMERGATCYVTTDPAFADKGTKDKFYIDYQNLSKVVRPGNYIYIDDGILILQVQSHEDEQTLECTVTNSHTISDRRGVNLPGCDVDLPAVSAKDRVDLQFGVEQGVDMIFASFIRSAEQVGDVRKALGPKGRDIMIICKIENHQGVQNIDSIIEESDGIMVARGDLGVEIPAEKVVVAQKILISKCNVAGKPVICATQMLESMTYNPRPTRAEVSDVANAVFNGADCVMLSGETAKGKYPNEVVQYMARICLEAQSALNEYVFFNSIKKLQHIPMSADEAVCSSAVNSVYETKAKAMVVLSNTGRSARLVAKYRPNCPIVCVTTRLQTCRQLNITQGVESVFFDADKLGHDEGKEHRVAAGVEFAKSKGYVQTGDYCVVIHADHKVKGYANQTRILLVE
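Purified LmPK (0.1 nM) converted ADP (0.1 mM) to ATP with PEP (0.5 mM) in imidazole buffer pH 7.2 with KCl and MgCl2, 1 h at room temperature. ATP was read by Kinase-Glo luminescence; data normalized to uninhibited and no-enzyme controls.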
HCMV antiviral – blocks human cytomegalovirus replication; HFF cells, HCMV-luciferase reporter, 72 h; stronger effect = lower value; AID 1259415; activity change, negative = inhibition, % at 57.5 µM; 4.5% of 410,000 active; in the data active = activity change below about -60%; inconclusive = no clear call, values can overlap the other calls; inactive = above about -39%
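HFF cells seeded 16 h at 37C, treated with compounds, infected with luciferase-reporter HCMV at MOI 1 PFU/cell; luciferase read at 72 h post infection, normalized to buffer-only and Salinomycin controls.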
AMA1-RON2 inh – disrupts binding of P. falciparum AMA1 to RON2; AlphaScreen AMA1-biotinylated RON2 peptide binding; Potency, µM (highest dose often 58.2 µM), for inactives: at the top dose activity change, negative = inhibition, most hits filed as inhibitors; 0.2% of 360,000 active;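 note: potency is the fitted concentration of half-maximal effect; 0% = vehicle wells and -100% = peptide control; nearly all actives have a fitted effect of over 45% in size; some results filed as inactive show a strong effect at the top dose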
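AMA1 (3D7) with his tag at 25 nM final met compounds first, then biotinylated RON2 peptide at 25 nM; detection used donor plus acceptor beads, 10 µg/mL apiece, read by AlphaScreen after 30 min at room temperature.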
AmpC no deterg – blocks E. coli AmpC beta-lactamase in detergent-free assay. P00811. AmpC nitrocefin hydrolysis, absorbance 480 nm, 0.0001% Triton. Potency, µM (doses to about 57.1 µM), without a hit: at the top dose activity change, negative = inhibition, actives largely listed as inhibitors. 0.52% of 330,000 active. AID 485341;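 note: potency is the fitted concentration of half-maximal effect; plate controls were no compound for no effect and no enzyme for full effect; nearly all actives have a fitted effect of over 20% in size; some results filed as inactive show a strong effect at the top dose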
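AmpC (5.3 nM in the dispensed reagent) in 20 mM phosphate pH 7.0 with 0.01% (detergent screen) or 0.0001% Triton X-100 was preincubated with compounds for 15 min at room temperature. Nitrocefin was then added from an 800 uM solution, and hydrolysis was followed at 480 nm.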
* = called active by the depositor; ? = inconclusive; · = not tested or not shown; & = joins results of further samples; [ ] = another dose, or the depositor's remark. Unless noted, calls come from the whole dose curve; as a rule, active = well fitted curve in the direction sought with a large enough effect; inconclusive = small, poorly fitted or top-dose-only effect, or another doubt; inactive = no such curve, though single readings can be large; an effect the other way counts as inactive or inconclusive. Unless noted, % is set by controls: 0 for no effect and ±100 for the full control effect.

SMILES	Tb PYK inh	AmpC inh detg	HCV inh	LmPK inhibitor	HCMV antiviral	AMA1-RON2 inh	AmpC no deterg
COc1ccc([N+](=O)[O-])cc1NC(=O)Cc1ccc(C)cc1	0.2%	?	-12.7%	3.3%	17.6	-3.7%	-25.9%
Cc1cccc(CC(=O)NC2CCCCCC2)c1	-2.8%	-19.5%	2.8%	0.3%	46.9	4.2%	30.1%
Cn1c2ccccc2c2c(=O)oc3ccccc3c21	0.9%	·	?	·	19.4	-0.9%	-17.1%
CCOc1ccc(CC(=O)NNC(=O)NC2CCCCC2)cc1	0.6%	-4.6%	3.3%	-5.9%	-39.4	40.0%[activator]	-5.5%
CCCN(CCC)C1=CC(=[N+]2CCCC2)CC(C)(C)C1	-24.9%	-16.2%	?	-1.9%	-101.5*	15.5%	0.7%
CCCCn1cnc2c(Sc3c([N+](=O)[O-])ncn3C)nc(N)nc21	-6.5%	·	-21.1%	·	?	-4.1%	·
NC(=S)Nc1ncc(C(F)(F)F)cc1Cl	-0.2%	-2.8%	-13.9%	0.1%	-92.0*	3.5%	-9.1%
CCC(=O)c1cc(F)c(N2CCN(S(=O)(=O)c3ccccc3)CC2)cc1C	-2.2%	-0.1%	-16.5%	7.4%	4.4	10.0%	-11.7%
COc1ccc(OC)c(NC(=O)C2(C)CCN2CCOc2ccccc2)c1 (configuration not stated)	3.8%	·	·	·	-27.0	2.5%	·
CCOC(=O)C1CCCN(C(=O)CSc2ccc(NC(C)=O)cc2)C1 (configuration not stated)	1.5%	-5.6%	11.5%	-2.3%	-20.0	0.0%	1.8%
CSCCC(NC(N)=O)C(=O)NCC1CCCCC1 (configuration not stated)	-1.9%	-0.8%	-2.7%	-6.3%	3.6	4.8%	-10.9%
CCCc1nc(SCc2cc(=O)c3ccc(C)c(C)c3[nH]2)n[nH]1	4.0%	-5.5%	·	·	-20.8	·	·
COc1cc(/C=C/C(=O)OCC(=O)N2CCN(S(=O)(=O)c3ccc(C)cc3C)CC2)ccc1OC(F)F	7.3%	·	-20.9%	·	0.4	-1.2%	·
CCCn1c(C)cc(C=O)c1C	-7.6%	5.6%	13.5%	1.6%	186.3	-3.7%	-1.2%
C#CC(CO)N(CCN(Cc1ccccc1)C(C#C)CO)Cc1ccccc1 (configuration not stated)	-1.1%	-8.4%	4.6%	-2.4%	-11.1	0.1%	39.1%
Cc1cc(C)cc(N(C(=O)CNC(=O)c2ccco2)C(C(=O)NC2CCCC2)c2cccnc2)c1 (configuration not stated)	-0.1%	-18.4%	-1.7%	4.7%	-17.4	-5.6%	-1.7%
CCN(c1ccc(F)cc1)S(=O)(=O)c1ccc2[nH]cc(C(=O)NCCCN3CCOCC3)c(=O)c2c1	4.1%	1.4%	15.6%	18.2%	-12.7	-12.0%	137.5%[activator]
CC[n+]1c(C)sc2cc(C)ccc21	-14.9%	?	-2.7%	-2.4%	-39.4	-12.4%	58.8%
C[C@]12CC[C@@H](O)CC1=CCC1C2CC[C@]2(C)C(=O)[C@H](F)CC12 (some centres not stated)	-18.0%	·	10.1%	·	?	4.3%	-1.7%
Cc1cccc(OCC(=O)OCC(=O)NCC2CCCO2)c1C (configuration not stated)	0.1%	-1.3%	-12.6%	·	-2.3	-5.4%	-21.2%

Reformatted with two lines to a compound: 2 of the compounds above
Under each structure: Tb PYK inh	AmpC inh detg	HCV inh	LmPK inhibitor	HCMV antiviral	AMA1-RON2 inh	AmpC no deterg
> COc1ccc(OC)c(NC(=O)C2(C)CCN2CCOc2ccccc2)c1 (configuration not stated)
    3.8%	·	·	·	-27.0	2.5%	·
> CCOC(=O)C1CCCN(C(=O)CSc2ccc(NC(C)=O)cc2)C1 (configuration not stated)
    1.5%	-5.6%	11.5%	-2.3%	-20.0	0.0%	1.8%

The results go on:
SMILES	Tb PYK inh	AmpC inh detg	HCV inh	LmPK inhibitor	HCMV antiviral	AMA1-RON2 inh	AmpC no deterg
O=C1Nc2c(c(=O)[nH]c(=O)n2-c2ccccc2F)C(C(F)(F)F)(C(F)(F)F)N1	0.3%	?	23.9%	3.5%	11.2	7.0%	-11.4%
CC(C)(C)c1cc(NS(=O)(=O)c2ccc(Br)s2)no1	-8.8%	-5.3%	-0.8%	-1.9%	19.6	6.2%	-26.3%
Cn1c(N)c(C(=O)COC(=O)COc2ccc(Cl)cc2Cl)c(=O)n(C)c1=O	1.0%	·	9.6%	·	11.4	-9.1%	99.1%[activator]
CC[C@]1(C(=O)OC)[C@H]2C(=O)N(C)C(=O)[C@H]2[C@H]2CN(C)C(=NC)N21	0.7%	·	5.9%	·	5.2	1.6%	13.3%
Cc1cccc(C(=O)OCC(=O)NCC2COc3ccccc3O2)c1 (configuration not stated)	0.8%	-12.7%	5.5%	·	-14.2	8.6%[11.6 µM]	-5.2%
COc1ccc(N2C(=O)CC(NNC(=O)c3ccc(Br)s3)C2=O)cc1 (configuration not stated)	-10.2%	-0.8%	9.0%	-1.4%	?	62.6%[activator]	-15.7%[2.29 µM]
Cc1ccc(C2CCN(C(=O)Nc3ccc(Cl)cc3)C2)cc1 (configuration not stated)	1.9%	3.2%	·	·	-17.6	·	·
CCOC(=O)/C(C(N)=NC(C)C)=C(\O)c1ccccc1	1.6%	?	15.0%	-1.0%	42.6	-13.1%	-11.6%
CCCCC(=O)NC(c1ccc(OC)cc1)c1ccc2cccnc2c1O (configuration not stated)	-1.0%	·	·	·	-98.4*	0.0%	·
O=S(=O)(c1ccc(F)cc1)N(Cc1nc(-c2ccccc2)no1)C1CCCCC1	2.4%	-5.8%	·	·	-36.7	·	·
Cc1ccc(-c2ccc([C@H]3[C@H]4C=CC[C@@H](C)[C@@H]4C(=O)N3Cc3ccccc3)c(F)c2)cc1	-2.3%	3.5%	55.9%[activator][8.37 µM]	-0.4%	-11.1	0.0%	-11.4%
CC1CCCCN1CCCNc1c(C=O)c(=O)[nH]c2ccccc12 (configuration not stated)	0.6%	-16.9%	9.7%	1.4%	4.2	-1.7%	-6.9%
Cc1ccccc1-c1nc(CN2CCC(C(=O)NCCN3CCOCC3)CC2)c(C)o1	2.9%	-7.2%	-27.8%	-0.5%	-36.0	-0.6%	16.8%
Cc1ccc(C(=O)NCC(=O)OC(C)C(=O)Nc2ccc(N(C)C)cc2)cc1C (configuration not stated)	-17.2%	-5.5%	4.8%	1.8%	10.0	?	-13.3%
Cc1nc(Nc2ncc3c(n2)CC(C)(C)CC3=O)nc2ccccc12	4.6%	·	-0.8%	·	1.5	-8.6%	·
CC(C)(C)CN1C(N)=NC[C@H]1Cc1ccc(O)cc1	-10.3%	0.5%	24.9%	-4.8%	5.7	2.8%	-25.5%
COc1ccc(C)cc1Nc1n[n+](-c2ccccc2)c(-c2cc([N+](=O)[O-])cc(OC)c2O)s1	-11.1%	-8.7%	-15.4%	-2.0%	·	13.5%	-24.8%
O=C(COC(=O)Cc1cccc(F)c1)NCCc1ccccc1	-4.7%	-13.0%	12.0%	·	78.9	6.6%[11.6 µM]	-15.8%
O=C(CCn1c(=S)oc2ccccc21)N1CCCCC1	-2.5%	7.8%	-3.0%	10.5%	-28.4	-14.8%	24.9%
CNC(=O)c1[nH]cnc1C(=O)N[C@@H](CC(C)C)C(=O)OCc1ccccc1	1.0%	5.6%	-5.1%	-1.7%	10.6	102.8%[activator]	42.2%

The last four compounds of the section above are carried over, then new ones follow:
SMILES	Tb PYK inh	AmpC inh detg	HCV inh	LmPK inhibitor	HCMV antiviral	AMA1-RON2 inh	AmpC no deterg
COc1ccc(C)cc1Nc1n[n+](-c2ccccc2)c(-c2cc([N+](=O)[O-])cc(OC)c2O)s1	-11.1%	-8.7%	-15.4%	-2.0%	·	13.5%	-24.8%
O=C(COC(=O)Cc1cccc(F)c1)NCCc1ccccc1	-4.7%	-13.0%	12.0%	·	78.9	6.6%[11.6 µM]	-15.8%
O=C(CCn1c(=S)oc2ccccc21)N1CCCCC1	-2.5%	7.8%	-3.0%	10.5%	-28.4	-14.8%	24.9%
CNC(=O)c1[nH]cnc1C(=O)N[C@@H](CC(C)C)C(=O)OCc1ccccc1	1.0%	5.6%	-5.1%	-1.7%	10.6	102.8%[activator]	42.2%
COC(=O)N1CCN(c2ccc(C(C)=O)cc2)CC1	-14.3%	3.3%	13.9%	-9.2%	52.7	0.6%	-17.6%
COc1ccc(N2CCN(C(=O)C3CCN(S(=O)(=O)c4cccs4)CC3)CC2)cc1	-3.6%&-4.4%	4.3%&15.9%	-19.5%	1.9%	-23.3&-15.5	-20.1%	92.8%[activator]
O=C(Nc1cccc2c1CCCC2)C1CCCN(S(=O)(=O)c2cccc3nonc23)C1 (configuration not stated)	0.4%	?	14.5%	2.4%	38.7	15.9%	·
COc1cc2c(cc1OC)CN(C(=O)CC1CC3CCC1C3)CC2 (configuration not stated)	-7.3%	0.9%	-21.9%	9.2%	-18.0	4.0%	35.8%
OCc1ccccc1Cn1ccnc1	2.3%	·	·	·	20.7	-5.7%	·
Cn1c(N)c(NC(=S)NC2CCCCC2)c(=O)n(C)c1=O	-2.8%	·	7.4%	·	-14.6	2.7%	·
Cc1ccc(N2CCN(C(=O)CN3C(=O)c4ccccc4C3=O)CC2)cc1	-4.9%	-7.1%	1.6%	1.1%	7.3	-0.7%	15.1%
CC1CN(c2ccccn2)C(C)CN1C(=O)C(O)(c1ccccc1)c1ccccc1 (configuration not stated)	5.1%	·	-0.4%	·	?	-5.6%	·
Cc1onc(-c2ccccc2)c1C(=O)Nc1sccc1C#N	-2.0%	?	-13.4%	1.3%	-36.7	0.1%	-19.4%
COc1ccc(Cn2c(CCC(=O)Nc3cc(C)cc(C)c3)nc3cccnc32)cc1	-5.3%	-12.6%	·	·	13.5	·	·
CC(=O)c1cccc(NC(=S)NC(=O)c2ccccc2)c1	1.5%	-9.7%	-14.6%	1.6%	17.9	18.5%	-24.9%
Cc1ccc(C)c(OCC(=O)NCCNC(=O)COc2cc(C)ccc2C)c1	?	?	?	2.9%	31.3	-5.7%	139.3%[activator]
O=C1OCc2cccc([N+](=O)[O-])c21	0.8%	-1.9%	27.8%	-0.1%	1.7	4.4%	7.2%
COC(=O)c1sccc1S(=O)(=O)Nc1ccc(C)cc1	-13.1%	-2.1%	14.2%	-1.6%	-4.7	-0.5%	-24.5%
NC(=O)CSc1oc(-c2ccc(F)cc2)nc1S(=O)(=O)c1ccccc1	-0.8%	2.4%	-20.3%&7.3%	-0.3%	-18.7	3.0%	-13.6%
COc1ccc(N2C(=O)C3C(c4ccc(C(=O)O)cc4)NC(Cc4ccccc4)(C(=O)O)C3C2=O)c([N+](=O)[O-])c1 (configuration not stated)	6.1%	0.2%	3.9%	1.3%	-21.9	8.4%	-19.4%
OCCOCCNc1ncnc2sc(-c3ccccc3)cc12	-0.4%	5.6%	?	11.7%	-19.3	-16.0%	74.0%[activator]
